High-throughput results (PubChem BioAssay)
AmpC detergent: blocks E. coli AmpC beta-lactamase in detergent assay; AmpC hydrolysis of nitrocefin, absorbance 480 nm, 0.01% Triton; Potency, µM (doses to about 114 µM), inactives show at the top dose activity change, negative = inhibition, most hits filed as inhibitors; 370,000 tested, 0.041% active;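 note: potency is the fitted concentration of half-maximal effect; 0% = no-compound wells and -100% = no-enzyme wells; nearly all actives have a fitted effect of over 25% in size; some results filed as inactive show a strong effect at the top dose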
Target sequence (P00811 whole entry, looked up): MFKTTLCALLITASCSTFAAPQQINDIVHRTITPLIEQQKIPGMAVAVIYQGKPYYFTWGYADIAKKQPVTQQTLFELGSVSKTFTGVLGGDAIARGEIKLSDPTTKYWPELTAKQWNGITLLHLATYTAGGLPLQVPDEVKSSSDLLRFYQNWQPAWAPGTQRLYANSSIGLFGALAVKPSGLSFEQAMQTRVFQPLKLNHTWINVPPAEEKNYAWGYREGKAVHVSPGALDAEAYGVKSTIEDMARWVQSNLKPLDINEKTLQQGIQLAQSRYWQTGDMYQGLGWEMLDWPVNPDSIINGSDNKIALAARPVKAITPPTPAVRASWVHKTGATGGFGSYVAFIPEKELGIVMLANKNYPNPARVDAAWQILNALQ
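AmpC (5.3 nM in the dispensed reagent) in 20 mM phosphate pH 7.0 with 0.01% (detergent screen) or 0.0001% Triton X-100 was preincubated with compounds for 15 min at room temperature. Nitrocefin was then added from an 800 uM solution, and hydrolysis was followed at 480 nm.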
HCV inh: inhibitors of hepatitis C virus infection | Huh7.5.1 HCVcc-Cre infection, luciferase reporter, 44 h | Potency, µM (titrated, usually from 41.8 µM), inactives show at the highest dose activity change, negative = inhibition, hits mostly inhibitors | 340,000 tested, 3.4% active; note: potency is the fitted concentration of half-maximal effect
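Cells (1,000/well) were plated 4 h before compound, then infected with HCVcc-Cre virus (~0.5 moi). After 44 h further culture, infection was read as luciferase luminescence following a 15 min substrate incubation at room temperature.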
LmPK inhibitor: inhibitors of Leishmania mexicana pyruvate kinase; Q27686; purified LmPK, Kinase-Glo ATP luminescence, 1 h; Potency, µM (series often up to 57.5 µM), without a hit: top-dose activity change, negative = inhibition, usual class: inhibitors; 290,000 tested, 0.37% active; AID 1721; note: potency is the fitted concentration of half-maximal effect
Target sequence (Q27686 whole entry, looked up): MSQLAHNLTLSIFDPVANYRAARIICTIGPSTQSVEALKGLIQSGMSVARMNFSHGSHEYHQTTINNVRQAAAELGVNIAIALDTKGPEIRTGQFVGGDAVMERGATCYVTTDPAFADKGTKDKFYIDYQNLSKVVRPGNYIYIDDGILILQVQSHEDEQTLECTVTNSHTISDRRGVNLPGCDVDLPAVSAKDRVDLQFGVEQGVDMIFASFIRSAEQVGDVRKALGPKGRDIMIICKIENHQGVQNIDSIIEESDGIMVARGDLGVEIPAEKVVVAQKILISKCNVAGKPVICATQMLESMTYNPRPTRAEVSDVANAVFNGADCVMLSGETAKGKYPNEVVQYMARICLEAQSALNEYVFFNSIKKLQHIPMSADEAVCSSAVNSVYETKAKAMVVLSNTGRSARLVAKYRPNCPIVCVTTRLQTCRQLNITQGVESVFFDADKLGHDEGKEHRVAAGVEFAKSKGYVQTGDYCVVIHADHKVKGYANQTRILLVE
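Kinase-Glo luminescence read after 1 h RT reaction of 0.1 nM LmPK with 0.5 mM PEP and 0.1 mM ADP. Activity scaled between uninhibited and enzyme-free controls.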
AmpC no deterg: inhibitors of E. coli AmpC beta-lactamase without detergent; Potency, µM (titrated, usually from 57.1 µM), inactives show at the highest dose activity change, negative = inhibition, actives largely listed as inhibitors; AmpC nitrocefin hydrolysis, absorbance 480 nm, 0.0001% Triton; 330,000 tested, 0.52% active; AID 485341; P00811;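 note: potency is the fitted concentration of half-maximal effect; plate controls were no compound for no effect and no enzyme for full effect; nearly all actives have a fitted effect of over 20% in size; some results filed as inactive show a strong effect at the top dose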
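AmpC (5.3 nM in the dispensed reagent) in 20 mM phosphate pH 7.0 with 0.01% (detergent screen) or 0.0001% Triton X-100 was preincubated with compounds for 15 min at room temperature. Nitrocefin was then added from an 800 uM solution, and hydrolysis was followed at 480 nm.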
AMA1 RON2 block: disrupts binding of P. falciparum AMA1 to RON2. AlphaScreen AMA1-biotinylated RON2 peptide binding. Potency, µM (top dose mostly 58.2 µM), without a hit: at the highest dose activity change, negative = inhibition, hits mostly inhibitors. 360,000 tested, 0.2% active;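 note: potency is the fitted concentration of half-maximal effect; 0% = vehicle wells and -100% = peptide control; nearly all actives have a fitted effect of over 45% in size; some results filed as inactive show a strong effect at the top dose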
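AMA1 (3D7) with his tag at 25 nM final met compounds first, then biotinylated RON2 peptide at 25 nM; detection used donor plus acceptor beads, 10 µg/mL apiece, read by AlphaScreen after 30 min at room temperature.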
HCMV inh: blocks human cytomegalovirus replication; HFF cells, HCMV-luciferase reporter, 72 h; active compounds read low; activity change, negative = inhibition, % at 57.5 µM; 410,000 tested, 4.5% active; in the data active = activity change below about -60%; inconclusive = no clear call, values can overlap the other calls; inactive = above about -39%
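After 16 h attachment at 37C, HFF cells received test compound and HCMV-luciferase (1 PFU/cell); reporter luminescence read 72 h later, data normalized against buffer-only and known inhibitor Salinomycin.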
Tb PYK inh: T. brucei pyruvate kinase inhibition; Q57TT1; TbPYK enzyme, Kinase-Glo Plus ATP luminescence, 45 min; Potency, µM (titrated, usually from 76.8 µM), for the others: at the highest dose activity, negative = inhibition, hits mostly inhibitors; 410,000 tested, 0.12% active; note: potency is the fitted concentration of half-maximal effect; nearly all actives have a fitted effect of over 50% in size
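Readout: single end-point luminescence (Kinase-Glo Plus, 10 min). Reaction conditions were TbPYK/substrate plus 130 uM ADP, 45 min at RT, pH 7.2 TEA buffer. No-enzyme wells served as controls, and data were normalized before concentration-response fitting.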
The depositor's hits bear a star; u = inconclusive; x = not tested or not shown; & = joins results of further samples; [ ] = remark or other dose. Unless noted, calls come from the whole dose curve; as a rule, active = well fitted curve in the direction sought with a large enough effect; inconclusive = small, poorly fitted or top-dose-only effect, or another doubt; inactive = no such curve, though single readings can be large; an effect the other way counts as inactive or inconclusive. Unless noted, % is set by controls: 0 for no effect and ±100 for the full control effect.

SMILES | AmpC detergent | HCV inh | LmPK inhibitor | AmpC no deterg | AMA1 RON2 block | HCMV inh | Tb PYK inh
CCC(C)[C@H](N)c1nnc(SCC(=O)Nc2cccc(Cl)c2)o1 (stereo partly specified) | -16% | 22% | 0% | -9% | 67%[activator] | -20 | -4%
CCCC[C@H]1COCCS(=O)(=O)N1Cc1ccccc1F | u | 6% | -3% | 14% | 3% | -99* | 4%
CCNc1nc2c(cnn2C)c(=O)[nH]1 | x | 11% | x | x | -14% | -4 | 4%
Cc1ccc(/C=C2\SC(=S)N(CCCC(=O)NC3CCCC3)C2=O)cc1 | -4% | 20% | 1% | -11% | 6% | -61* | 1%
COc1cccc(NC(=O)C(OC(=O)c2cnc(C)cn2)c2ccccc2)c1 (stereo unspecified) | 0% | -3% | x | -51% | 6% | -6 | 5%
CCS(=O)(=O)N1CCN(S(=O)(=O)c2ccc3ccccc3c2)CC1 | -9% | 4% | 6% | 9% | 15% | -10 | 0%
COc1ccc2[nH]c3c(=O)n(CCCCC(=O)NCCN4CCCC4)c(=S)[nH]c3c2c1 | 6% | -15% | 7.1µM* | 47% | 21% | 12 | 6.3µM*
Cc1ccc(S(=O)(=O)N(CC(=O)N/N=C/c2ccc(F)cc2)c2cccc3cccnc23)cc1 | 0% | -12% | 0% | -4% | -4% | -27 | 2%
COc1ccc(C(C)(C)C)cc1NC(=O)c1ccc2ncsc2c1 | 5% | u | 0% | 34% | -10% | 4 | -3%
COCCn1c(SC(C)C(=O)NC2CC2)nnc1-c1cccc(C)c1 (stereo unspecified) | 0% | 10% | x | -19% | -21% | -21 | -16%
Cn1nnnc1SCc1ccc([N+](=O)[O-])cc1 | -15% | 14% | 1% | -40% | -10% | -10 | 1%
Cc1ccc(NS(=O)(=O)c2ccc(C(=O)NCc3ccccn3)cc2)cc1 | -3% | 0% | -4% | -20% | 73%[activator] | -12 | 1%
Cc1sc2ncnc(N3CCC(C(=O)N(CC(C)C)c4nc5ccccc5s4)CC3)c2c1C | u | u | x | -19% | -5% | -14 | 0%
CCN(C[C@H]1N[C@@](Cc2ccccc2)(C(=O)OC)[C@H]2C(=O)N(C)C(=O)[C@@H]12)C(=O)Nc1ccc(Cl)cc1 | x | 15% | x | 15% | 1% | 5 | 5%
O=C(NCc1ccccc1)C(=O)NCC(c1ccco1)S(=O)(=O)c1ccccc1 (stereo unspecified) | 1% | x | x | x | x | 31 | -14%

Limited to AmpC no deterg (5 entries from above):
SMILES	AmpC no deterg
COc1ccc(C(C)(C)C)cc1NC(=O)c1ccc2ncsc2c1	34%
Cn1nnnc1SCc1ccc([N+](=O)[O-])cc1	-40%
CCCC[C@H]1COCCS(=O)(=O)N1Cc1ccccc1F	14%
CCS(=O)(=O)N1CCN(S(=O)(=O)c2ccc3ccccc3c2)CC1	9%
COc1cccc(NC(=O)C(OC(=O)c2cnc(C)cn2)c2ccccc2)c1 (stereo unspecified)	-51%

The listing picks up; the three compounds before the break are reprinted first.
SMILES | AmpC detergent | HCV inh | LmPK inhibitor | AmpC no deterg | AMA1 RON2 block | HCMV inh | Tb PYK inh
Cc1sc2ncnc(N3CCC(C(=O)N(CC(C)C)c4nc5ccccc5s4)CC3)c2c1C | u | u | x | -19% | -5% | -14 | 0%
CCN(C[C@H]1N[C@@](Cc2ccccc2)(C(=O)OC)[C@H]2C(=O)N(C)C(=O)[C@@H]12)C(=O)Nc1ccc(Cl)cc1 | x | 15% | x | 15% | 1% | 5 | 5%
O=C(NCc1ccccc1)C(=O)NCC(c1ccco1)S(=O)(=O)c1ccccc1 (stereo unspecified) | 1% | x | x | x | x | 31 | -14%
O=C(COc1ccccc1Cl)NNC(=O)c1ccc2c(=O)n3c(nc2c1)CCC3 | -5% | 2% | x | -17% | 96%[activator] | -1 | -11%
Cc1ccc(S(=O)(=O)NC(=NCc2ccccc2)c2ccc(F)cc2)cc1 | 1% | 6% | 0% | -16% | 22% | -16 | 1%
O=C(O)C(c1cccs1)C1(O)CCCCC1 (stereo unspecified) | x | 9% | x | x | -8% | -28 | 8%
Cn1c(=O)oc2cc(S(=O)(=O)Nc3ccc4c(c3)OCCO4)ccc21 | -1% | -5% | 9% | x | 1% | -91* | 3%
COc1ccccc1N1CCN(C(=O)c2c(-c3c(Cl)cccc3Cl)noc2C)CC1 | -3% | u | 2% | 151%[activator] | -6% | -27 | 2%
O=C(Nc1ccccc1C(=O)O)c1ccc(Br)c(S(=O)(=O)NCc2ccccc2)c1 | 0% | 8% | 14% | -24% | 6% | -11 | -1%
O=C(O)Cc1ccc(NC(=O)c2ccc3c(c2)C(=O)N(Cc2ccccc2)C3=O)cc1 | x | x | x | x | -10% | -19 | 1%
O=C(CN1C(=O)CC(c2ccccc2)S(=O)(=O)c2ccccc21)N1CCOCC1 (stereo unspecified) | -10% | x | 3% | -18% | x | x | x
CCOc1ccc2nc(NC(=O)CCn3cccc3)sc2c1 | -8% | -8% | 7% | -36% | -8% | -36 | 0%
COc1ccccc1OCCCn1c(=O)oc2ccccc21 | -11% | -28% | 5% | -23% | 5% | 15 | -1%
COc1ccc(CCNC(=O)c2cc3c(=O)n4ccccc4nc3n(C3CCCCC3)c2=N)cc1OC | -4% | -14% | -6% | 140%[activator] | -1% | 6 | 3%
CN(C(=O)c1ccc(S(=O)(=O)NC2CCCC2)cc1)C1CCCCC1 | -4% | -18%&0% | 2% | 2% | -1% | -28 | -5%
CCC(C)(C)NC(=O)c1sccc1Oc1ccc(F)cc1[N+](=O)[O-] | 1% | u | -10% | 16% | 0% | -16 | 4%
CC1=C(C(=O)N2CCOCC2)C(c2ccsc2)C2=C(CCCC2=O)N1 (stereo unspecified) | 2% | 10% | -8% | -14% | 2% | -2 | -8%
N#CC1(c2ccccc2)CCN(S(=O)(=O)c2ccc(OC(F)(F)F)cc2)CC1 | 5% | -20% | -6% | -23% | -4% | -19 | -3%
COc1ccc(N/N=C(\C=N\O)C(=O)c2ccc(OC)cc2)cc1 | 4% | -16% | -2% | -16% | -16% | -11 | -8%
COc1cc(/C(C)=N/NC(=O)CSc2nncn2C)ccc1OCc1ccccc1Cl | 0% | 34%[activator] | -3% | 385%[activator] | -21% | 11 | 5%
N=c1c2ccccc2nc2n1CCCCCCC2 | x | x | x | x | -3% | -12 | -11%
Cc1c(C(=O)O)oc2c1/C(=N\O)CC(C)(C)C2 | -5% | 23% | -4% | -18% | 5% | -19 | 3%
CCCc1ccc(OCCNC(C)=O)cc1 | -8% | 14% | 1% | -8% | -3% | 18 | -6%
c1ccc(Cn2c(-c3ccccc3)c[n+]3c2SCCC3)cc1 | -4% | 2.5µM* | -4% | -4% | 0% | u | 7%
COc1ccc(S(=O)(=O)N2CCOC23CCN(S(=O)(=O)c2ccc(F)cc2C)CC3)cc1 | 0% | 4% | x | -8% | -7% | 19 | -1%
C=CCn1c(SCc2csc(-c3ccc(C)cc3)n2)nnc1-c1ccccc1OC | -7% | u | 4% | 32% | -18% | -5 | -19%
COc1ccc2[nH]c3c(c2c1)CCN1C(=O)C(CC(=O)NC(C)(C)C)C[C@H](C(=O)N(C(C)C)C(C)C)[C@@]31C (stereo partly specified) | x | -13% | x | 189%[activator] | -13% | -21 | -3%
O=S1(=O)CC=C(CSc2nc3ccccc3[nH]2)C1 | u | 15% | 2% | -4% | 4% | 9 | 3%
COc1ccc(NC(=O)CSc2nnc3c4c(nc(-c5ccccc5)n23)CC(C)(C)OC4)cc1 | 1% | u | 4% | -26% | 3% | u | -19%
COc1ccc2oc(C(=O)N3CCN(C(=O)c4ccco4)CC3)c(C)c2c1 | -9% | -22% | x | 3% | 10% | -12 | -13%
O=C(NCc1ccc2c(c1)OCO2)C1CCN(c2ccc(S(=O)(=O)N3CCCC3)cc2)CC1 | -1% | u | 6% | -8% | -12% | u | 1%
COc1ccc(CNC(=O)c2ccc3ccccc3n2)cc1 | -13% | -9% | 2% | -11% | 16% | 100 | 0%
CC(=O)c1ccc(OCCOc2ccc(C#N)cc2)cc1 | u | -12% | 5% | -28% | -3% | -11 | 1%
Cc1ccccc1CSc1nncn1N | -5% | 13% | -10% | -12% | 15% | -31 | -4%
Cc1onc(-c2ccccc2)c1C(=O)Nc1ccc(NC(=O)c2c(-c3ccccc3)noc2C)cc1 | x | -19% | x | x | -6% | -5 | 1%
COc1ccc(-c2oc3ccccc3c2C(=O)OCc2ccc(O)cc2)cc1 | -12% | u | 0% | 61%[activator] | 1% | 21 | -7%
CCC(C)Sc1nnc(NS(=O)(=O)Cc2ccccc2)s1 (stereo unspecified) | -3% | 15% | 0% | -3% | 7% | 8 | -3%
CCOC(=O)c1sc(=NC(=O)c2cccc(Br)c2)n(C)c1C | 3% | -5% | 2% | -1% | -5% | -18 | 3%
CCOc1cccc(C=NNc2ccc(S(=O)(=O)Nc3ccccc3C(=O)O)cc2[N+](=O)[O-])c1O | x | 17% | x | -6% | -23% | 10 | 3%
O=C(NCc1ccco1)/C(=C\c1cccs1)NC(=O)c1ccccc1 | u | 0% | 8% | -17% | -4% | -3 | 0%
Cc1cc(OCCCCOc2ccc(C#N)cc2)ccc1[N+](=O)[O-] | 2% | 8.9µM* | 1% | -38% | -1% | u | 2%
Cc1onc(-c2ccccc2)c1C(=O)NCc1cccnc1 | u | 16% | -8% | -15% | -21% | -32 | 4%
Cc1noc(C)c1-c1ccc(C(=O)N2CCN(C)CC2)c2occc12 | x | x | x | x | 1% | 47 | -2%
CCOc1ccc(-n2c(=S)sc3c(=O)[nH]c(SCC(=O)NC4CCCCC4)nc32)cc1 | x | x | x | x | -30% | 50 | 1%
Cc1ccc(CNC(=O)NC2CCCCC2)cc1 | -3% | 11% | 2% | -6% | 3% | 19 | 0%
Cc1ccc(C)c(CN2C(=O)c3ccccc3Sc3ccc(C(=O)N4CCC5(CC4)OCCO5)cc32)c1 | -4% | x | x | x | x | -72* | -3%
Nc1ncnc2c1cnn2-c1ccccc1 | -1% | u | 3% | -27% | 7% | 12 | 1%
CCCCNC(=S)N(CCO)Cc1cc2cc3c(cc2[nH]c1=O)OCCO3 | -15% | -28% | 3% | -19% | 5% | 50 | -15%
O=C(NC(=S)NCCN1CCOCC1)c1ccc(Cl)cc1Cl | 2% | 12% | -2% | 9% | 4% | -6 | 1%

This is a random part of the collection (roughly 7.5% active in at least one column).
